Bioassay records as filed in PubChem.
S1P1 ag-PAM = S1P1 (human) agonism or agonism potentiation; 56,000 compounds, 0.57% hits; S1P1 CRE-bla cells, forskolin, beta-lactamase FRET, potentiator mode; S1P1 agonist co-added at EC20, 2 nM; 100% = saturating reference agonist, 0% = basal; P21453; activation, % at 9.5 µM;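 active = activation above a cutoff set at the mean activation of all tested compounds plus 3 SD, cut at about 54% in these data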;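 also: forskolin at 4 µM as EC80 and the EC20 agonist is SEW2871; 100% = SEW2871 at its EC100 plus forskolin at EC80; some compounds past the cut are filed as inactive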
5HT1a ag = activates the human 5-HT1a serotonin receptor. P08908. CHO 5-HT1a Ga15 NFAT-bla reporter, FRET ratio; 0% basal, 100% maximal reference agonist. activation, % at 10 µM. 65,000 compounds, 0.56% hits. AID 567;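 active = activation above the screen-wide mean activation plus 3 SD, cut at about 19% in these data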;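 also: 0% = DMSO wells and 100% = 5-CT at EC100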
5HT1E antag = 5-HT1E (human) receptor antagonism; inhibition, % at 6 µM; CHO 5-HT1E Ga15 NFAT-bla reporter, FRET, antagonist; 65,000 compounds, 0.99% hits; P28566;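 active = inhibition above a set limit, the mean inhibition across every tested compound plus 3 SD, cut at about 29% in these data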;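 also: signal is the 460 over 535 nm emission ratio of beta-lactamase substrate; 0% = agonist plus DMSO wells and 100% = wells without agonist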
D1 mod = D1 dopamine receptor (human) allosteric modulation; P21728; HEK293 D1, CRE-luciferase, dopamine EC30 potentiation; actives deviate in either direction; B-score at 10 µM; 58,000 compounds, 5.9% hits;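 active = luminescence count or its row- and column-corrected plate score outside the 99.7% band of the plate's sample wells, on either side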
Target sequence (P21728 whole entry, looked up): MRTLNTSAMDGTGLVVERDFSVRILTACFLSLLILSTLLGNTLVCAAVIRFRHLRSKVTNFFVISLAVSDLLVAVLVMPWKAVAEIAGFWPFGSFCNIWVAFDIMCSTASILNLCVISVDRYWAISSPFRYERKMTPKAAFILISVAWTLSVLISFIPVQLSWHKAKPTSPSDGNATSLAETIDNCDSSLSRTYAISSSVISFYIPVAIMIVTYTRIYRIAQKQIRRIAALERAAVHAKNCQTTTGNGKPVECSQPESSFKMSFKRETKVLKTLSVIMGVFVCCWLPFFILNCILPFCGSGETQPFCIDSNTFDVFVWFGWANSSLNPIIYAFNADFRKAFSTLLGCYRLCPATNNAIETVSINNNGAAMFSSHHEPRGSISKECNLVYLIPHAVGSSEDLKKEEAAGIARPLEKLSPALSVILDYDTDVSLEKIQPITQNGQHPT
5HT1a antag = blocks the human serotonin 5-HT1a receptor; AID 612; inhibition, % at 10 µM; CHO 5-HT1a Ga15 NFAT-bla reporter, antagonist mode; P08908; 62,000 compounds, 0.68% hits;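 active = inhibition above the mean of all tested compounds plus 3 SD, cut at about 43% in these data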;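 also: receptor stimulated by 5-CT agonist at 100 nM near EC80; beta-lactamase reporter measured by ratiometric fluorescence of a cleavable substrate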
HTR1E agonist = agonists of human 5-HT1E serotonin receptor; 65,000 compounds, 0.69% hits; activation, % at 6 µM; AID 574; CHO 5-HT1E Ga15 NFAT-bla reporter, FRET; 0% DMSO wells, 100% control agonist wells; P28566;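 active = activation above a set limit, the screen-wide mean activation plus 3 SD, cut at about 8.5% in these data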;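 also: 100% = positive control agonist at 1 µM giving full maximal response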
Jurkat viability = cytotoxicity toward Jurkat cells | AID 463 | inhibition, % at 4 µM | 56,000 compounds, 1.2% hits | Jurkat E6.1 viability, ATP luminescence, 48 h;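 active = inhibition above the mean inhibition of all tested compounds plus 3 SD, cut at about 28% in these data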
S1P3 ag = activates the human S1P3 receptor; Q99500; 60,000 compounds, 0.1% hits; S1P3 NFAT-BLA reporter cells, agonism, FRET ratio; relative to 1 µM S1P, basal subtracted; AID 373; activation, % at 4.5 µM;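 active = activation above the screen-wide mean plus 3 SD, cut at about 4.5% in these data, passing the limit was not always enough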; also: some compounds called inactive have numbers as strong as hits
Target sequence (Q99500 whole entry, looked up): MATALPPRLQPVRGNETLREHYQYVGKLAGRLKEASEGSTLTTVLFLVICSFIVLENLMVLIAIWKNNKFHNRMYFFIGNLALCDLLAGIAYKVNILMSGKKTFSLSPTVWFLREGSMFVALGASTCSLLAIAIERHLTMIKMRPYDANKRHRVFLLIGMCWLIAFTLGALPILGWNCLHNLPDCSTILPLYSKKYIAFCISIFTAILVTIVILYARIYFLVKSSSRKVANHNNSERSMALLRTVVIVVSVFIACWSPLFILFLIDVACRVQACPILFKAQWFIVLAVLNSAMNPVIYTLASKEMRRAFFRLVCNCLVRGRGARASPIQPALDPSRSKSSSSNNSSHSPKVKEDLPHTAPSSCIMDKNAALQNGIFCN
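material = human S1P3 NFAT-BLA reporter CHO cells | schedule = 4 h compound at 37 °C, 2 h substrate at RT | measured by = fluorescent BLA substrate, ex 405 nm, em 460/535 nm ratio | controls = 1 µM S1P reference | replication = primary once, confirmation triplicate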
HEK293 NFkB inh = inhibitors of the PMA/ionomycin-induced NF-kB reporter in HEK293 cells; HEK-293 NF-kB luciferase reporter, luminescence; inhibition, % at 3 µM; 62,000 compounds, 0.21% hits; AID 465;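 active = inhibition above the mean of all tested compounds plus 3 SD, cut at about 40% in these data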;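 also: 0% = stimulated DMSO wells and 100% = 10 µM reference inhibitor 5653914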
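Material: HEK-293 cells with stable firefly luciferase reporter driven by four HIV NF-kB elements / Also added: PMA plus ionomycin mix as NF-kB-activating stimulus / Compound dosing: 3 µM once, 0.30% DMSO / Times: 1 h pretreatment, 16 h stimulation, 37 °C / Signal: luminescence / Evaluation: per-plate % inhibition versus controls / Benchmarks: DMSO and 10 µM reference inhibitor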
* marks the source's active call; other numbers are inactive results; nt = no result given.

cpd	Molecule	S1P1 ag-PAM	5HT1a ag	5HT1E antag	D1 mod	5HT1a antag	HTR1E agonist	Jurkat viability	S1P3 ag	HEK293 NFkB inh
1	CC(Cc1c[nH]c2ccccc12)NC(=O)C1CCCNC1=O (stereo not drawn)	-49	-0.2	-1	0.25	-8	-0.3	-3	-0.1	7
2	CN(C)c1nc(N)nc(CSc2n[nH]c(-c3ccccc3)n2)n1	-57	-1.6	30*	7.8*	-15	0.2	1	2.0	-1
3	CN(C)CCn1c(C(=O)O)cc2ccccc21	-2	-0.4	-3	-0.69	-8	0.6	-2	0.4	11
4	CN1CCN(c2ccccc2NC(=O)Cc2cn(C)c3ccccc23)CC1	3	-2.3	1	nt	27	1.6	6	-1.0	16
5	CN(C(=O)c1ccncc1)c1nnc(-c2cnccn2)s1	-21	-2.1	-4	-0.14	0	0.1	-2	-0.7	3
6	COc1ccc(C(C)=O)cc1COC(=O)c1cccc(N(C)C)c1	42	3.0	4	1.4	-4	-0.9	-9	-1.6	17
7	CC1Cc2nc(SCC(=O)N3CCCC3)n(C)c(=O)c2S1 (stereo not drawn)	4	0.6	3	-0.4	-18	-0.5	-2	-0.1	14
8	O=S(=O)(c1ccc(OCC(O)CNCc2ccco2)c(Cl)c1)N1CCOCC1 (stereo not drawn)	nt	-0.6	-5	0.13	-5	1.2	nt	nt	13
9	CCOC(=O)CNC(=O)CSc1ncnc2c1cnn2-c1ccccc1	-2	-2.0	-1	-0.86	16	-2.0	-1	-1.0	12
10	COc1ccc(Cl)cc1NC(=O)CSc1nnc(Cn2c(=O)sc3ccccc32)n1C	-2	1.3	-2	nt	-13	-0.3	-4	-0.2	21
11	O=C(NC1CCCCC1)c1ccc(CNc2ccccc2)o1	2	0.2	-3	1.7	-6	-0.1	1	0.6	8
12	c1ccc(-n2cnc3cc(NCc4ccccn4)ccc32)cc1	24	-0.1	20	-1.9	20	-1.3	-3	-0.9	-6
13	Cc1cc(NC(=O)c2oc3ccccc3c2C)ccc1-n1cnnn1	79	1.4	-5	-0.92	6	0.2	7	-1.7	-6
14	CCOc1c(CNCCNC(=O)c2nonc2N)cccc1OC	-11	-2.1	7	-0.8	18	-0.3	2	0.1	3
15	C=CCSc1nnc(-c2ccccc2NC(C)=O)c(=O)[nH]1	-6	-2.8	-3	-0.75	-1	-0.6	2	-0.5	20
16	CCOc1ccc2[nH]c(=O)c(CN(CC3COCCO3)C(=O)c3ccco3)cc2c1 (stereo not drawn)	-6	-1.4	-5	nt	0	0.2	-4	0.6	9
17	CC(=O)c1ccc(Nc2cc(C)nc3nc(C)nn23)cc1	-35	1.7	11	0.14	-5	-0.1	2	-1.1	-1
18	CCC(C)(C)NC(=O)CN(C(=O)c1snc(C(N)=O)c1N)c1ccc2c(c1)OCO2	-9	0.1	0	-0.39	4	-0.9	3	-1.6	10
19	C=CCSc1nc2c(cnn2-c2ccc(C)c(C)c2)c(=O)[nH]1	-32	-3.5	-5	1.6	-13	-0.5	-3	-0.1	13
20	COc1ccc(Cc2nnc3n2N=C(c2cc4ccccc4o2)CS3)cc1OC	-2	0.1	23	3*	11	0.7	4	-0.6	11
21	CC(C)(C)C(=O)OCCn1c(=O)c2cc3c(=O)n(CCOC(=O)C(C)(C)C)c(=O)c3cc2c1=O	-6	-1.2	-4	-0.1	-15	0.8	-1	-1.0	11
22	CCOC(=O)c1ccc(N2C(=O)CC(N3CCN(C/C=C/c4ccccc4)CC3)C2=O)cc1 (stereo not drawn)	-17	-1.1	-9	0.2	12	-0.8	-5	-2.6	2
23	O=C(NC1CCc2ccccc21)C1CCN(S(=O)(=O)c2ccc(-n3cnnn3)cc2)CC1 (stereo not drawn)	nt	-1.4	-2	-1.3	14	-1.3	nt	nt	19
24	CCSc1nnc(NC(=O)CSc2nccn2-c2cc(C)cc(C)c2)s1	-6	-2.6	-5	-1.3	2	0.6	-6	-1.0	-4
25	COc1ccccc1Nc1nc(N)nc(-c2cc3ccccc3o2)n1	30	-2.9	0	-1.5	-18	0.7	2	0.4	2
26	Nc1nc(CN2CCOCC2)cs1	-5	-1.5	-5	0.87	7	0.8	9	-1.4	-1
27	CC(=O)c1c(C)n(-c2ccccc2)c2ccc(O)cc12	38	-2.3	23	-1.3	42	-0.8	-1	-1.2	11
28	COc1ccc(C)cc1-n1nnnc1SCC(=O)c1cc(C)n(Cc2ccco2)c1C	-4	-1.3	-8	-0.34	-14	0.1	-1	-1.4	14
29	COC(=O)CSC1=C(C#N)C(c2cccc(F)c2)CC(=O)N1 (stereo not drawn)	-7	-2.3	9	0.16	13	-0.3	26	-1.3	2
30	O=c1c2c(n3nnnc3n1Cc1ccccc1)-c1ccccc1CC21CCCC1	-22	-2.7	2	0.068	-8	0.8	-4	-0.8	6
31	COc1cc(OC)nc(NC(=O)NS(=O)(=O)c2ccc(OC(F)(F)F)cc2)n1	-3	-0.8	9	0.02	-1	-0.3	-3	-1.2	8
32	O=C(c1ccco1)N1CCN(c2c(-c3ccccc3)c3cc(Cl)ccc3[nH]c2=O)CC1	-12	3.3	-7	-0.046	15	2.0	1	-0.7	16
33	Cc1cc2oc(=O)c3c(c2cc1OC(=O)c1ccco1)CCCC3	nt	0.3	2	-0.79	-13	0.6	0	-0.8	13
34	Clc1ccc(CSc2ncn[nH]2)cc1	3	-3.9	0	0.75	6	0.9	-2	-0.8	12
35	CCOC(=O)C(C(=O)OCC)C(=O)c1cc(OC)c(OC)c(OC)c1	-7	-0.6	-3	-0.14	8	-0.7	-3	1.4	11
36	O=C(NCCN1CCOCC1)c1csc2c1CCCCC2	-16	-2.4	-4	-0.4	-5	-0.3	0	0.0	4
37	Cc1ccc(N2C(=O)c3ccc(N)cc3C2=O)cc1C	19	-2.9	12	-0.76	1	0.1	-7	-0.9	-28
38	CCOC(=O)Cc1csc(NC(=O)c2cccc(OC)c2)n1	nt	-0.4	-3	nt	-7	0.6	0	0.1	8
39	O=C(Cn1nnc(-c2ccc(Cl)cc2)n1)NCC1CCCCC1	-22	-1.9	-1	-0.61	3	-0.3	-1	-0.1	6
40	CCOC(=O)c1nnn(-c2nonc2N)c1CNc1ccccc1	-5	-4.4	-2	0.46	-3	-1.0	5	-0.2	1
41	CCCCn1c(SCC(=O)c2ccc3c(c2)OCCO3)nnc1-c1ccco1	15	0.1	9	0.062	15	-1.4	11	-0.1	2
42	Cn1c(/C=N/c2nc3ccccc3[nH]2)nc2ccccc21	-11	-3.3	-9	0.45	-7	0.1	0	0.0	5
43	CC1(C)CCN(Cc2ccccc2)C1CC#N (stereo not drawn)	-7	-1.9	3	nt	nt	-0.6	nt	-1.3	nt
44	O=C(O)C1NCCc2ccccc21 (stereo not drawn)	-2	-1.4	-14	0.82	0	0.8	-3	0.6	13
45	COc1ccc(-n2c(SCC(=O)N3CCCCC3)nnc2-c2cccnc2)cc1	6	-3.1	-3	-0.087	3	-0.3	-6	-0.6	-14
46	COCCN(C(=O)Nc1ccc(OC)cc1OC)C1CCN(C(C)=O)CC1	-27	-4.3	0	-0.36	-6	-0.5	7	0.2	10
47	O=C(NC1CCCC1)C1CCN(S(=O)(=O)c2cccc3cccnc23)CC1	0	-1.0	12	nt	10	-0.4	12	-0.9	15
48	Cc1cc(=O)n2nc(N3CCCC(C(=O)N4CCc5ccccc54)C3)sc2n1 (stereo not drawn)	4	-1.8	4	0.43	0	0.2	2	-0.3	7
49	Cc1ccccc1Cn1ccc(NC(=O)c2onc(C)c2Cl)n1	11	-2.3	8	-0.53	10	0.5	-2	-1.1	-1
50	CCOc1ccc(-c2n[nH]c(C)c2Oc2ccccc2OC)c(O)c1	-3	-0.4	5	0.16	20	-0.1	6	-0.3	4

Carrying on.
cpd	Molecule	S1P1 ag-PAM	5HT1a ag	5HT1E antag	D1 mod	5HT1a antag	HTR1E agonist	Jurkat viability	S1P3 ag	HEK293 NFkB inh
51	c1ccc2c(c1)OCC(c1nnc3sc(-c4cnccn4)nn13)O2 (stereo not drawn)	nt	-0.9	-1	0.59	-10	0.6	-8	0.2	10
52	CC(C)NS(=O)(=O)c1ccc(CCC(=O)NCc2cccnc2)cc1	nt	-0.8	-11	-0.48	-6	1.1	nt	nt	16
53	Cc1n[nH]c(C)c1Cc1ccc(C(=O)O)cc1	0	-1.3	-1	0.13	11	0.2	4	-0.4	10
54	Cc1cccc2cc(COC(=O)C(C)(C)C)c(=O)[nH]c12	7	0.7	-2	1.3	-7	-1.7	-5	1.0	-5
55	CCOc1ccc(C2=Nn3c(nnc3-c3ccccc3)SC2)cc1Cl	-4	-1.4	9	nt	0	-0.5	1	-0.5	18
56	COc1ccc(CCNC(=O)CCn2c(=O)oc3ccccc32)cc1OC	-30	1.7	8	6.9*	-11	0.9	0	-0.6	16
57	O=C(NCc1ccc(F)cc1)c1ccc(CS(=O)(=O)Cc2ccc(F)cc2)o1	9	-3.4	2	-0.45	8	1.2	8	-0.6	9
58	Cc1c(C(=O)N2CCOCC2)sc2ncn(CC(=O)N3CCC(C)CC3)c(=O)c12	-2	-0.1	5	0.99	-5	-0.1	8	-1.0	5
59	CCN(Cc1ccccc1)S(=O)(=O)c1ccc(C(=O)Nc2nnc(C3CC3)o2)cc1	18	-0.4	6	-0.07	8	0.6	101*	-0.7	3
60	CC(=O)Nc1ccccc1NC(=O)CC(C)(C)C	-32	-3.9	-6	-0.45	-3	0.4	0	0.1	19
61	Cc1ccc(C)c(NC(=O)c2ccc3c(c2)N(Cc2ccc(F)cc2)C(=O)CS3=O)c1 (stereo not drawn)	-28	47*	4	-0.59	4	0.2	8	-0.4	3
62	CC(C)Cn1c(N)c(C(=O)CSc2ccc3c(c2)OCCO3)c(=O)n(C)c1=O	104*	1.1	8	-0.049	17	0.7	36*	-2.2	38
63	COc1ccc(N2CC(O)=C(c3nc4ccccc4s3)C2=N)cc1	14	-3.9	8	0.59	16	0.9	16	0.0	1
64	CSc1nsc(SC)c1NC(=O)OC1CCCCC1	nt	-2.9	0	-0.23	14	-0.6	4	-1.0	2
65	Cc1nc2ccccc2c(=O)n1/N=C/c1ccncc1	-11	-3.1	-3	0.0064	9	0.1	2	-0.6	7
66	CCCCn1c(=O)[nH]c(=O)c2c1nc(COC(=O)c1c(C)noc1C)n2CCC	-15	4.7	18	6.2*	8	0.5	-2	0.0	13
67	CCc1nnc(NC(=O)C2CCCCC2)s1	129	-2.4	-3	0.51	-10	-1.3	0	-1.1	-7
68	CC1=C(SCCC#N)S/C(=C2\SC(C)=C(SCCC#N)S2)S1	20	-1.1	9	1.5	8	-1.2	-3	-0.7	-3
69	Cc1nn(Cc2ccccc2)c(Cl)c1C(=O)OCc1nnc(-c2ccc(Cl)cc2)o1	6	0.5	2	0.3	7	-1.3	-1	0.9	13
70	O=S(=O)(c1cccs1)N1CCC(Cc2ccccc2)CC1	-24	0.4	10	0.31	0	-2.6	-10	-0.5	0
